aDG glyco up: increases alpha dystroglycan glycosylation; Pro5-aDG cells, alpha-DG glycosylation AlphaScreen (IIH6); 0% Pro5, 100% B10-LARGE cell signal; activation, % at 10 µM; 0.22% of 360,000 active; AID 624168;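 active = activation of at least 8% versus controls, or a plate z-score of at least 8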;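 also: Pro5 are CHO cells carrying HIG-tagged alpha-DG that lacks glycosylation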
ABHD5 PLIN5 PPI: blocks binding of human ABHD5 to perilipin-5; inhibition, % at 4 µM; Split G. princeps luciferase complementation, luminescence, 4 h; 0.78% of 360,000 active; Q00G26+Q8WTS1;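 active = inhibition above the mean inhibition across every tested compound plus 3 SD, cut at about 22% in these data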;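 also: 0% = DMSO only wells and the 100% control is not disclosed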
Vif imaging: HIV Vif inhibition; HEK293T cells, Vif self-association by quenched fluorescence, imaging, 24 h; inhibition, % at 7.49 µM; 0.35% of 340,000 active; in the data active = inhibition above about 50%, passing the limit was not always enough; inconclusive = no clear call, values can overlap the other calls; inactive = below about 31%; also: some results filed as inactive read as strong as hits
MC4R barr agon: agonists of human melanocortin 4 receptor (MC4R) beta-arrestin. U2OS MC4R beta-arrestin complementation, luminescence; percent of melanotan II response, DMSO zero. 0.98% of 360,000 active. activation, % at 8.9 µM. AID 540308. P32245;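 active = activation above a per-plate cutoff, the mean activation of sample wells on that plate plus 3 SD, cut at about 8% in these data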
Granule exo inh: lytic granule exocytosis inhibition; TALL-104 LAMP-1 surface exposure, flow cytometry; cells stimulated with thapsigargin and PMA; inhibition, % at 10 µM; 0.66% of 360,000 active; AID 651702;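 active = inhibition above about 55%, limit read from the data; inconclusive = no clear call, values can overlap the other calls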
MC4R antagonist: blocks human MC4R cAMP signaling. 0.48% of 360,000 active. inhibition, % at 6.5 µM. P32245. MC4R-expressing cells, MTII-stimulated cAMP, LANCE TR-FRET;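 active = inhibition above its plate's cutoff, the mean of tested wells on that plate plus 3 SD, cut at about 29% in these data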;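 also: 0% = Melanotan II alone and 100% = Melanotan II plus saturating MCL0020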
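System – human MC4R-expressing U2OS cells · Also added – Melanotan II · Dosing – one concentration, 6.5 µM nominal · Timing – 30-min compound, 1-h challenge, 1-h detection, room temperature · Measured by – Eu-cAMP/anti-cAMP TR-FRET, emission 671 nm · Replicates – singlicate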
TLR9-MyD88 inh: inhibitors of human TLR9-MyD88 binding | Q9NR96+Q99836 | 0.21% of 340,000 active | inhibition, % at 4.98 µM | CHO BLA complementation TLR9-MyD88, CCF4 FRET ratio;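 active = inhibition above the mean over all tested compounds plus 3 SD, cut at about 21% in these data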;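 also: 0% = DMSO only wells and 100% = clavulanate BLA inhibitor control wells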
ABCB6 inh MLPCN: human ABCB6 transporter inhibition; Q9NP58; K562-ABCB6 porphyrin accumulation, flow cytometry, 1 h; stronger effect = lower value; fluorescence ratio to DMSO, % at 10 µM; 0.19% of 360,000 active; AID 602162;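 active = fluorescence ratio to DMSO below 75%, the collection mean minus 3 SD; inconclusive = too few cells collected in the well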;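 also: signal is porphyrin accumulated inside mitochondria; 100% equals median channel fluorescence of DMSO control wells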
Target sequence (Q9NP58 whole entry, looked up): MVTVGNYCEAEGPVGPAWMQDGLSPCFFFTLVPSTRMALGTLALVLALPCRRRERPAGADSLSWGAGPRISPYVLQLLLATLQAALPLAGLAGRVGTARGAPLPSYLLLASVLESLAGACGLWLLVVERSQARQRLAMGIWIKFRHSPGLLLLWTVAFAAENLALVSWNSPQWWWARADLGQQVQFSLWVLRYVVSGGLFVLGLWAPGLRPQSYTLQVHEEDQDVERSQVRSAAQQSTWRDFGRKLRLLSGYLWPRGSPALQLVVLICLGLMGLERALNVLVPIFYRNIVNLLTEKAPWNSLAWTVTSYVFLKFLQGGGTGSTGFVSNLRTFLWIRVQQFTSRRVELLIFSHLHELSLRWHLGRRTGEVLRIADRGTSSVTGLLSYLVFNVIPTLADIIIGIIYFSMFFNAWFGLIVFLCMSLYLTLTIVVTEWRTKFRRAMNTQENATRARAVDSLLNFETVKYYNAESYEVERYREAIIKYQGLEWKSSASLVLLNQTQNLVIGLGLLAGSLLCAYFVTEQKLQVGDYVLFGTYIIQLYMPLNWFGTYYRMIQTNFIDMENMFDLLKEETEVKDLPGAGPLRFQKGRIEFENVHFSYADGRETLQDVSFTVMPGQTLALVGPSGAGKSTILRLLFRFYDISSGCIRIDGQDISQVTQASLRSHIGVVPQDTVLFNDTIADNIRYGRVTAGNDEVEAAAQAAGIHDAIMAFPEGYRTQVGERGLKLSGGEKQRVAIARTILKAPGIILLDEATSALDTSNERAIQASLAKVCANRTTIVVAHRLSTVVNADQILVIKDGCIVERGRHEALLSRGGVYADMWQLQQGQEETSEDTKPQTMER
Glyco luc inh: N-linked glycosylation inhibition. 0.23% of 360,000 active. D54 ERlucT glycosylation luciferase reporter, 24 h; percent of 100 nM tunicamycin response. reporter increase, % at 12.5 µM. AID 588692;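 active = mean luciferase reporter signal, scaled so untreated is 0 and the glycosylation-blocking control 100, at or above a set limit in every replicate; inconclusive = mean reaches the limit but not every replicate does; inactive = mean below the limit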;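 also: luciferase carries N-glycosylation sites so blocking glycosylation raises the light; 0% = median of neutral control wells and 100% = median of 100 nM tunicamycin wells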
NOD2-RIPK2 inh: inhibitors of human NOD2-RIPK2 interaction. CHO BLA complementation NOD2-RIPK2, CCF4 ratio. inhibition, % at 4.98 µM. 0.38% of 360,000 active. O43353; in the data active = inhibition above about 21%;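 also: 0% = vehicle only and 100% = reference blocker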
* hit, by the source's call; u = inconclusive; x = not tested or not shown. Only part of the results is shown. The share of hits here may be higher or lower than overall.

SMILES	aDG glyco up	ABHD5 PLIN5 PPI	Vif imaging	MC4R barr agon	Granule exo inh	MC4R antagonist	TLR9-MyD88 inh	ABCB6 inh MLPCN	Glyco luc inh	NOD2-RIPK2 inh
CCn1c(SCc2ccccc2)nnc1-c1cccnc1	-0.4	2	2	-1.6	1	12	-6	99	1	-5
Cc1ccc(S(=O)(=O)C(C#N)c2nc3ccccc3nc2N2CCC(C)CC2)cc1 (configuration not stated)	-0.1	-2	0	-0.8	0	7	6	98	0	5
O=C(O)c1cc(S(=O)(=O)Nc2ccccc2Cc2ccccc2)ccc1Cl	0.0	-10	-4	-3.1	0	7	-11	96	-3	-14
O=C1CS(=O)(=O)N(Cc2cccc(F)c2)c2ccc(Br)cc21	0.0	-7	-2	0.9	-6	1	-4	113	0	6
Cc1nc(COc2ccc(C(=O)Nc3ccccc3N3CCOCC3)cc2)cs1	-0.1	0	-5	-0.3	-10	9	-6	95	0	0
CN1CCN(C(=S)SCc2nc(N)nc(Nc3ccc(F)cc3)n2)CC1	0.1	-1	-1	-1.1	-2	3	2	100	4	4
O=C(NC(=O)c1ccccc1F)OCc1ccc(Cl)cc1Cl	0.1	-4	10	0.8	8	4	-13	101	0	-2
O=C(COc1ccc(Cl)cc1Cl)Nc1cccc(-c2ccc(N3CCOCC3)nn2)c1	0.0	-7	21	-1.9	7	2	2	93	4	-6
O=C(NCC1CC1)c1cc([N+](=O)[O-])cc([N+](=O)[O-])c1	0.1	-6	-9	-1.3	8	-1	0	99	2	13
COc1ccc2cc(C(c3nnnn3CCc3ccccc3)N3CCC(O)CC3)c(=O)[nH]c2c1 (configuration not stated)	-0.2	2	7	-0.2	-1	2	-4	97	2	-2
COc1ccc(CNCCC(c2ccccc2)C2CCOC(C)(C)C2)cc1 (configuration not stated)	0.1	6	7	-0.5	5	1	2	95	-1	-1
Cc1ccc(NC(=O)COC(=O)CNC(=O)c2cccc([N+](=O)[O-])c2)cc1S(=O)(=O)N1CCCCCC1	-0.1	11	x	1.0	-2	18	0	107	1	6
O=C(O)c1ccc(CSc2nnc(-c3ccco3)n2-c2ccccc2)cc1	0.2	-1	2	-2.8	4	17	2	103	2	0
COc1cccc(NC(=O)Nc2ccc3c(c2)nc(C)n3C)c1	-0.3	-2	16	-1.3	-2	0	6	96	-10	-10
O=C(OCC(=O)N1CCN(Cc2ccccc2)CC1)c1ccc(Cl)cc1	-0.4	3	13	-0.3	-5	6	-9	108	0	-11
O=C(CSc1nnc(SCc2ccccc2)s1)N/N=C/C=C\c1ccco1	-0.5	7	-1	-0.8	8	3	4	97	9	-5
O=C(Cc1ccc(F)cc1)N1CCN=C1SCc1ccc([N+](=O)[O-])cc1	0.0	-24	2	-1.7	-16	-10	-14	96	-3	8
CCC(N1CCOC1=O)S(=O)(=O)c1ccc(C)cc1 (configuration not stated)	-0.3	0	3	-2.2	6	7	8	87	3	-1
CC1CN(S(=O)(=O)c2ccc(F)cc2)C(C)N1C(=O)N1CCOCC1 (configuration not stated)	0.0	-2	0	2.5	-4	-4	6	97	0	-3
Cc1ccc(S(=O)(=O)N(C)c2ccc(C(=O)O)cc2)cc1	-0.6	-1	6	2.7	-1	-3	8	145	0	-14
COc1ccc(Br)c(C(=O)N(C)CC(=O)Nc2ccc(N3CCOCC3)cc2)c1	0.0	7	-4	-2.5	-4	-11	2	101	-1	-9
Cc1ccc2cc(C)c(Sc3nnnn3-c3ccccc3)nc2c1	0.4	-6	-11	-2.7	-7	9	1	99	2	5
Cc1cccnc1C(NC(=O)C1CCN(Cc2ccc(Cl)cc2)CC1)c1ccccc1 (configuration not stated)	0.0	-1	-5	1.3	0	7	x	99	-2	3
Cc1cccc2cc(CN(CCN3CCCC3)C(=O)NC3CCCCC3)c(=O)[nH]c12	0.0	2	-2	-1.8	1	-4	5	100	-1	-7
Cc1noc(C)c1CSc1nnc(-c2ccccc2)n1N	0.1	1	1	-1.3	-4	10	0	97	2	1
SMILES	aDG glyco up	ABHD5 PLIN5 PPI	Vif imaging	MC4R barr agon	Granule exo inh	MC4R antagonist	TLR9-MyD88 inh	ABCB6 inh MLPCN	Glyco luc inh	NOD2-RIPK2 inh
CC(=O)N1CCN=C1SCc1cccc(F)c1	-0.2	4	3	0.1	0	1	7	100	1	3
O=C(N/N=C/c1cccc(O)c1)c1ccc2c(c1)OCCO2	-0.2	-2	-4	0.4	-4	-3	9	95	-15	2
CC(C)COc1ccc(C(=O)N(Cc2ccco2)C2CCS(=O)(=O)C2)cc1 (configuration not stated)	0.0	2	-1	-1.0	2	8	-8	103	-1	2
COc1ccc(/C=N/OCC(=O)NC(c2ccccc2)c2ccccc2)c(OC)c1	0.5	2	1	0.7	3	11	-1	95	-6	-3
CN1CCC(N2CCCC(C(=O)O)C2)CC1 (configuration not stated)	0.3	-2	7	0.3	0	-1	-8	108	2	-5
CCOC(=O)c1ccccc1NC(=O)c1ccccc1N(C)S(C)(=O)=O	2.4	-11	0	-1.4	-2	-4	-1	100	-2	6
O=C(NCC(c1cccnc1)N1CCOCC1)c1cccc(Cl)c1 (configuration not stated)	1.5	4	x	0.2	0	0	-7	91	x	4
c1ccc2c(CCNc3ncnc4nc[nH]c34)c[nH]c2c1	0.0	-2	x	0.0	-2	4	1	94	9	-2
Cc1ccc(-c2nnc(-c3cccs3)o2)cc1	0.2	-2	-5	1.4	3	2	-4	103	-9	17
NNC(=O)CNC(=O)Nc1n[nH]c(=S)s1	0.0	-13	-6	x	-12	x	x	96	0	1
O=C(COc1ccc(S(=O)(=O)N2CCCC2)cc1[N+](=O)[O-])N1CCCC1	-0.1	2	13	-0.4	2	1	-4	91	3	-2
COCCCN1C(=O)C(=O)/C(=C(/O)c2ccc(OCC(C)C)cc2)C1c1cccnc1 (configuration not stated)	-0.3	-3	-6	-0.2	-3	0	-1	100	0	-18
Cc1ccc(S(=O)(=O)N2CCC(C(=O)Nc3ccccc3N3CCCC3)CC2)cc1	-0.2	5	-6	-4.0	-5	0	2	95	8	1
Cc1ccc(-n2c(C)cc(C(=O)COC(=O)C3=NNC(=O)CC3)c2C)cc1	0.0	4	-9	-3.0	-1	4	-5	93	-3	2
CCc1nc2ccc(C(=O)N3CCN(S(=O)(=O)CC)CC3)cn2c1N(C=O)CCC(C)C	0.1	-6	12	-1.4	-3	4	x	99	-1	1
COc1ccccc1NS(=O)(=O)c1cccc(C(=O)NCC(c2ccco2)N2CCCC2)c1 (configuration not stated)	0.5	15	-4	-2.9	-2	5	-4	95	-1	-4
CCOC(=O)N1CCC(NC(=O)Cn2cc3c(n2)CCC(C)C3)CC1 (configuration not stated)	0.1	2	-8	0.2	-4	7	3	93	1	2
COc1ccc(C2CC(c3ccc4ccccc4c3)=NN2C(=O)CNC2CCCCC2)cc1 (configuration not stated)	5.5	11	3	8.5*	45	2	-9	100	0	1
Nc1c(C2=NCCO2)nnn1Cc1ccccc1	1.0	-1	-5	-0.3	5	1	4	96	1	3
Cc1ccc(-c2nc(COC(=O)C3=NN(c4ccccc4)C(=O)CC3)cs2)cc1	-0.2	-7	11	0.4	2	1	2	95	1	6
Nc1nc(NC(=O)c2cccnc2)nn1-c1ccccc1	0.1	0	8	0.8	-4	12	-3	u	0	-9
Cn1c2ccc(F)cc2c2ncn(Cc3ccco3)c(=O)c21	-0.1	3	9	-1.4	1	14	-2	106	-2	-5
CCN(CC)S(=O)(=O)c1cccc(N=Nc2sc(N)nc2C)c1	-0.2	1	0	-0.9	-5	1	14	96	3	15
CCC(C)N1CCN(C(=O)c2cc(OC)cc(OC)c2)CC1 (configuration not stated)	0.0	0	1	-0.6	-5	4	-1	100	0	2
Cc1ccc(C(=O)NC(=S)Nc2ccccc2N2CCCC2)cc1[N+](=O)[O-]	-0.7	-8	-15	-1.2	-1	-1	-17	94	-8	1
SMILES	aDG glyco up	ABHD5 PLIN5 PPI	Vif imaging	MC4R barr agon	Granule exo inh	MC4R antagonist	TLR9-MyD88 inh	ABCB6 inh MLPCN	Glyco luc inh	NOD2-RIPK2 inh
N#CC(C#N)=Cc1cc2ccccc2nc1N1CCCCC1	-0.4	15	-3	4.3	2	-6	3	110	4	-12
Cn1cnnc1SCC(=O)N(Cc1ccc2c(c1)OCO2)C1(C(=O)NC2CCCCC2)CCCC1	0.0	-8	2	1.5	-1	11	7	94	-1	8
CN(C)c1cccc(C(=O)OCCCC(=O)c2ccc(F)cc2)c1	-0.2	-7	-7	0.3	-3	-2	-5	95	0	-1
O=[N+]([O-])c1ccc(C[n+]2cccc(O)c2)cc1	-0.2	0	-3	-0.9	1	5	-3	96	-1	-15
Cc1ccc(C(=O)Oc2cc(C)n(C)c(=O)c2)cc1	-0.2	0	-3	-2.2	1	3	-14	82	-2	-6
Cc1ccccc1Cn1cc(C)c(=O)[nH]c1=O	0.1	2	1	3.3	2	-1	-8	100	1	-8
COc1ccc(NC(=O)c2ccc(-n3nc(C)cc3C)cc2)cc1OC	0.3	-4	0	-1.1	-3	-1	5	97	-1	7
CCCS(=O)(=O)NC(=O)C1(C)CCCN(C(=O)c2cc(F)cc(F)c2)C1 (configuration not stated)	0.2	4	-4	1.4	-2	4	x	102	2	4
N#Cc1ccccc1OCC(=O)OCC(=O)NCc1ccc2c(c1)OCO2	-0.1	7	-8	-1.7	-2	7	2	99	0	-3
COc1cc(NC(=O)c2ccco2)c(OC)cc1NC(=O)CSc1ncc(-c2ccc(F)cc2)[nH]1	-0.3	3	-15	4.1	-3	7	3	95	-3	0
COc1ccccc1NC(=O)CSc1nnnn1-c1ccccc1F	-0.1	-3	2	-0.6	-6	-3	1	94	-1	-9
CC1=C(N2CCCCC2)CCC1=O	0.6	4	-6	-0.3	0	0	1	96	3	8
C/C(=N/NC(=O)CNC(=O)CCc1ccccc1)c1ccc(Cl)c(Cl)c1	0.3	-1	-7	4.3	-7	-5	-6	102	2	0
Cc1cc(NC(=O)CC(C)C)c(=O)n(Cc2cccc(F)c2)c1	-0.1	-13	2	-1.1	0	-2	-2	99	1	11
CCOCC(=O)Nc1nnc(Cc2ccc(OC)c(OC)c2)s1	-0.3	6	15	0.5	0	0	5	96	2	-3
COCC(C)NS(=O)(=O)c1ccc(C(=O)NCCCn2ccc3ccccc32)cc1 (configuration not stated)	0.0	0	0	-2.1	14	11	7	94	0	-10
O=C(OCC(=O)N1CCOCC1)c1cc(F)c(F)cc1Cl	0.0	0	-1	0.9	-2	-3	-11	94	3	3
CC(=O)c1cccc(NC(=O)Nc2ccc3c(c2)OCO3)c1	0.2	-3	-8	-4.1	-4	7	-5	96	-6	2
O=C(CSc1ncccn1)Nc1ccccc1	-0.4	9	2	-0.2	1	-4	0	111	-2	-7
C/C(N)=C(/C#N)C(=O)COC(=O)[C@@H](NC(=O)c1ccccc1Cl)C(C)C	0.0	0	9	-2.3	0	0	0	98	0	-6

High-throughput results: PubChem BioAssay, several laboratories
